Screens as filed in PubChem.
NOD1 NF-kB reporter – inhibition of NOD1-driven NF-kB reporter – cell-based, luminescence, uHTS, primary screen (AID 1578). 290,000 tested, 1% active. inhibition, % at 4 µM; hits with a dose series show EC50 in µM. NOD1-driven NF-kB luciferase reporter cells, luminescence; higher % means a stronger effect; in the data active = inhibition mostly above about 36%, no sharp cut-off; inactive = mostly below about 34%;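 note: HEK-293T reporter cells stimulated with the NOD1 agonist gamma-tri-DAP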
GPR35 antagonists – GPR35 antagonists blocking zaprinast-driven arrestin recruitment, primary screen, imaging, U2OS, beta-arrestin-GFP, zaprinast agonist (AID 2058); one-dose inhibition, % at 10 µM; IC50 in µM for titrated hits; 290,000 tested, 0.052% active; U2OS GPR35 beta-arrestin-GFP translocation imaging, zaprinast antagonism; higher % means a stronger effect;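 active = inhibition of at least 50% with at least 30 cells and total cytoplasm GFP at most 10,000,000; inconclusive = under 30 cells or total GFP of 10,000,000 plus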
KOR beta-arrestin-1 – kappa opioid receptor activators – cell-based, luminescence, uHTS, primary screen (AID 1777) | one-dose activation, % at 10 µM; EC50 in µM for titrated hits | 280,000 tested, 0.02% active | KOR beta-arrestin recruitment, luminescence; higher % means a stronger effect; in the data active = activation above about 50%, passing the limit was not always enough; note: a part of the inactive calls stands beside numbers as strong as those of hits
GPR55 LPI antagonism – GPR55 antagonists blocking LPI-driven arrestin recruitment, primary screen, imaging, U2OS, beta-arrestin-GFP, LPI agonist (AID 2013); U2OS GPR55 beta-arrestin-GFP translocation imaging, LPI antagonism; higher % means a stronger effect; inhibition, % at 10 µM; hits with a dose series show IC50 in µM; 290,000 tested, 0.13% active;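 active = spots per cell inhibited over 60%, with over 100 cells counted and total cytoplasm intensity under 500,000; inconclusive = wells with under 100 cells, flagged as likely toxic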;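 note: U2OS cells stably carrying GPR55 and arrestin-GFP stimulated by 5 µM LPI near EC80; imaged beta-arrestin-GFP aggregate spots per cell after agonist stimulation; plate controls were LPI-stimulated DMSO wells for no effect and DMSO wells without LPI for full effect; some results filed as inactive read as strong as hits; confirmed hits need IC50 under 10 µM and bright autofluorescent wells are also inconclusive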
West Nile virus CPE – inhibition of WNV-induced cytopathic effect – cell-based, CPE readout (AID 1621) | 290,000 tested, 0.02% active | CPE inhibition, % at 10 µM, or IC50 in µM where a hit was titrated | West Nile virus-infected cells, CPE inhibition; higher % means a stronger effect; in the data active = a potency from the dose series; inconclusive = CPE inhibition mostly from about 3.7% at the one dose, without a potency; inactive = the rest, 99 in 100 with CPE inhibition below about 2.2%; note: strong numbers were not always called active
GPR55 activation – GPR55 agonists via beta-arrestin recruitment, primary screen, imaging, U2OS cells, beta-arrestin-GFP redistribution (AID 1961); one-dose activation, % at 10 µM; EC50 in µM for titrated hits; 290,000 tested, 0.048% active; U2OS GPR55 beta-arrestin-GFP redistribution imaging; higher % means a stronger effect;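 active = activation above 40% with more than 50 cells counted in the well; inconclusive = wells holding fewer than 50 cells, flagged as toxic or sparse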;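 note: U2OS osteosarcoma cells stably expressing GPR55 and beta-arrestin-GFP; plate controls were DMSO negative control for no effect and LPI positive control for full effect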
Dengue-2 NS5 capping – Dengue-2 NS5 methyltransferase inhibitors, primary screen, biochemical, confirmation dose response (AID 588689); Dengue-2 NS5 methyltransferase capping enzyme assay, biochemical; higher % means a stronger effect; one-dose inhibition, % at 25 µM; IC50 in µM for titrated hits; 340,000 tested, 0.3% active; in the data active = a potency from the dose series; inconclusive = inhibition above about 29% without an active follow-up result
HIV fusion peptide – inhibitors of HIV fusion peptide binding, primary screen, biochemical, uHTS, fluorescence dequenching (AID 1986); one-dose inhibition, % at 20 µM; IC50 in µM for titrated hits; cell-free peptide binding, fluorescence dequenching, 30 min; higher % means a stronger effect; 290,000 tested, 0.3% active; in the data active = inhibition mostly above about 52%, no sharp cut-off; inactive = mostly below about 76%; note: some results filed as inactive read as strong as hits
KOR beta-arrestin-2 – kappa opioid receptor blockers – cell-based, luminescence, uHTS (AID 1778) | 290,000 tested, 0.091% active | inhibition, % at 10 µM; hits with a dose series show IC50 in µM | KOR beta-arrestin recruitment, luminescence, antagonist mode; higher % means a stronger effect; in the data active = inhibition above about 50%; note: strong numbers were not always called active
Dengue-2 NS5 capping pilot replicate – second read-out of Dengue-2 NS5 capping, no call of its own (marks repeat the call); inhibition, %; measured here: pilot screen replicate inhibition
Starred values were filed as active, the others as inactive; ? = inconclusive; . = not tested or not shown; & = joins results of further samples; [ ] = dose if it differs, or a comment. Not all compounds are listed; rates above refer to the full screens.

SMILES	NOD1 NF-kB reporter	GPR35 antagonists	KOR beta-arrestin-1	GPR55 LPI antagonism	West Nile virus CPE	GPR55 activation	Dengue-2 NS5 capping	HIV fusion peptide	KOR beta-arrestin-2	others
CCc1cc(C(=O)N2CCCC(C(=O)c3ccc(Oc4ccccc4)cc3)C2)n(C)n1 (centres undefined)	14.4%	-20.7%	2.9%	12.5%	-0.5%	-0.1%	-3.9%	-1.4%	28.2%
CCOc1ccccc1NS(=O)(=O)c1c(C)[nH]c(C)c1C(=O)N1CCCCC1	-12.6%	-2.4%	3.9%	-6.7%	-0.2%	0.1%	0.0%	-1.6%	-4.2%
COc1ccc(-c2cc(C(=O)N3CCN(C(c4ccccc4)c4ccccc4)CC3)no2)cc1OC	-4.6%	9.3%	-0.5%	18.1%	0.5%	0.0%	-1.6%	0.0%	25.4%
COC(=O)COC(=O)c1ccc(Oc2nc(OC)nc(N(C)C)n2)cc1	7.1%	-2.3%	-6.9%	4.6%	0.5%	0.3%	8.2%	-4.2%	-11.6%	Dengue-2 NS5 capping pilot replicate=0.0
CNC(=O)COC(=O)/C=C/c1c(C)nn(-c2ccccc2)c1C	-19.5%	2.3%	-2.1%	6.9%	0.3%	0.2%	2.2%	2.7%	25.1%
CC(NC(=O)COC(=O)C1CCN(c2ccc(C(F)(F)F)cn2)CC1)c1ccc(Br)cc1 (centres undefined)	3.1%	-4.9%	-0.2%	-3.5%	-0.5%	0.5%	1.9%	0.3%	-29.1%
N#CCCn1c(C2CCCCC2)nc2ccccc21	-22.4%	1.2%	1.1%	3.9%	-0.2%	0.3%	2.8%	2.9%	-43.0%
Cn1c(SCC(=O)N2CCN(c3ccccc3)CC2)nnc1-c1ccncc1	5.5%	-4.9%	-4.5%	6.1%	-0.1%	-0.3%	.	3.1%	26.7%
CCc1nc(SCC(=O)Nc2cccc(C(F)(F)F)c2)c2c(=O)n(C)c(=O)n(C)c2n1	-4.6%	-6.1%	-0.7%	8.2%	0.1%	0.3%	-0.7%	3.1%	-27.5%
CCOC(=O)/C=C/C(=O)OCC(=O)Nc1cccc(Br)c1	8.9%	3.0%	-1.8%	11.9%	0.0%	0.1%	-25.6%	-1.3%	30.6%
CN(C(=O)c1cc2sccc2n1C)C1CCCCC1	-30.9%	3.8%	9.8%	-5.8%	-0.1%	-0.1%	4.8%	-0.5%	16.8%
CCCN(CCC)S(=O)(=O)c1ccc(N2CCCC2=O)c([N+](=O)[O-])c1	-23.4%	-14.3%	-4.1%	4.5%	-0.7%	-0.4%	-1.3%	1.0%	21.8%
COCCn1cc(C(=O)N2CCCC(C)C2)c2c3ccccc3n(C)c2c1=O (centres undefined)	-42.0%	-16.1%	3.1%	13.2%	-0.6%	0.0%	-3.2%	0.7%	-16.3%
CC(=O)N1c2ccc(S(=O)(=O)N3CCCC(C(=O)N4CCC(C)CC4)C3)cc2CC1C (centres undefined)	8.8%	0.0%	-4.7%	2.0%	-1.2%	0.4%	-0.7%	-0.8%	-8.5%[20 µM]
CNC(=S)Nc1cccc2[nH]ncc12	-6.5%	19.5%	-4.3%	20.0%	0.7%	0.3%	1.9%	-0.7%	-43.4%	Dengue-2 NS5 capping pilot replicate=2.7
N#Cc1nc(COc2ccc(Br)cc2)oc1N1CCCC1	-16.9%	-10.9%	-2.0%	1.0%	0.2%	-0.2%	-6.8%	0.3%	7.4%
O=S(=O)(NC(=NC1CCCC1)C(F)(F)F)c1ccccc1	0.7%	-2.0%	7.1%	-18.9%	?	-0.2%	-2.0%	13.0%	14.9%
CC(NC(=O)c1ccco1)C(=O)Nc1nc(-c2ccccn2)cs1 (centres undefined)	10.8%	14.9%	-2.5%	12.7%	-0.7%	0.7%	6.2%	-2.6%	14.6%	Dengue-2 NS5 capping pilot replicate=-2.1
CCOc1ccc(NC(=O)N2CCC(n3c(=O)[nH]c4ccccc43)CC2)cc1	9.3%	-9.5%	.	15.9%	0.1%	-0.1%	-3.4%	0.1%	.
CC(C)C(=O)N=C1SC2CS(=O)(=O)CC2N1Cc1ccc(Cl)cc1 (centres undefined)	-7.1%	19.0%	-0.4%	-10.7%	0.1%	-0.1%	4.6%	-0.5%	19.1%
CC(=O)Nc1ccc(OCC(O)CN2CCN(Cc3ccccc3)CC2)cc1 (centres undefined)	-15.5%	-7.0%	1.5%	-2.7%	-0.4%	0.2%	-3.4%	0.3%	11.0%
Cc1ccc(C(=O)O/N=C/c2c(N3CCOCC3)n(C)c3ccccc23)cc1	26.3%	7.5%	-0.5%	-1.1%	-1.3%	0.0%	-2.6%	-1.0%	-42.0%
Cc1ccc(C2CC(c3ccco3)n3ncnc3N2)cc1 (centres undefined)	6.9%	-3.4%	0.0%	-17.9%	-0.2%	0.4%	-2.2%	-0.1%	-5.5%
Cc1ccc(-c2nnc(SCC#CCOC(=O)c3cccs3)o2)cc1	11.0%	-1.0%	-5.1%	-10.7%	0.2%	0.0%	-8.1%	0.4%	23.4%
Cn1c(C(C#N)C(=O)Cc2cccc3ccccc23)nc2ccccc21 (centres undefined)	-14.5%	-9.1%	15.4%	0.3%	-0.1%	0.8%	-6.8%	0.8%	-9.7%
CCOC(=O)C1(CC)NC(c2ccc(OC)cc2OC)C2C(=O)N(C)C(=O)C21 (centres undefined)	-36.2%	-8.3%	-3.2%	2.6%	0.2%	0.1%	-9.1%	-1.6%	-2.5%[20 µM]
Cc1cc(OCC(=O)NNC(=O)c2cccs2)ccc1Br	-30.3%	6.8%	0.1%	-3.2%	0.4%	0.5%	-8.0%	0.9%	2.7%
COc1ccc(-c2nn3c(-c4ccc(F)cc4)nnc3s2)cc1	-11.9%	1.2%	-4.9%	9.9%	-0.6%	-0.2%	-3.2%	4.0%	13.6%
CC1CCCC(C)N1C(=O)C1CCCCC1 (centres undefined)	-19.0%	13.2%	0.2%	6.8%	0.1%	-0.2%	-7.2%	-0.7%	-2.6%
Cc1nnc(SCCCCSc2nnc(C)c(=O)[nH]2)[nH]c1=O	-26.9%	-8.4%	6.4%	7.3%	0.0%	-0.7%	-3.7%	2.2%	-22.9%
Cc1nnc(SCC(=O)NC2CC2)s1	-18.8%	0.3%	-2.9%	18.9%	-0.2%	-0.1%	1.9%	-0.2%	14.0%
CCN(CC)c1ccc(S(=O)(=O)N2CCOCC2)cc1NC(=O)c1cc(=O)c2ccccc2o1	-31.3%	-3.3%	-1.1%	3.6%	-0.3%	0.1%	-6.2%	-0.4%	-21.8%
O=C(OC1CCN(c2ncc(C(F)(F)F)cc2Cl)CC1)c1cccc(C(F)(F)F)c1	-18.2%	-1.2%	4.5%	3.1%	-0.2%	0.0%	0.3%	0.6%	-27.7%
Cc1cccc(NC(=O)CSc2nnc(-c3ccco3)n2CC2CCCO2)n1 (centres undefined)	-32.4%	10.9%	-2.5%	16.4%	-0.4%	-0.1%	1.4%	-1.7%	-13.3%
O=S(=O)(NCC(c1cccnc1)N1CCN(c2ccccc2)CC1)c1cc(F)ccc1F (centres undefined)	-18.1%	8.8%	-2.0%	3.5%	-0.7%	0.1%	-6.2%	0.9%	19.6%
COc1cc(C2NC(=O)NC(C)=C2C(=O)OCC2CCCO2)cc(OC)c1OC (centres undefined)	-15.6%	9.2%	0.0%	4.0%	-0.1%	0.1%	-0.9%	-0.2%	10.2%[20 µM]
COc1ccc(C(=S)N2CCN(c3cccc(Cl)c3)CC2)cc1	0.1%&-5.5%	7.8%&5.4%	0.5%&-1.6%	6.9%&9.2%	0.6%&0.7%	0.3%&0.3%	-1.6%	-1.4%&-1.4%	32.9%&36.3%
CN1/C(=C/C(=S)NC(=O)C2CCC2)C(C)(C)c2ccccc21	-21.9%	2.5%	0.2%	-13.8%	?	-0.2%	-4.4%	0.8%	22.2%
CCc1c(O)nc(SCC(=O)Nc2ccccc2)n(-c2ccccc2)c1=O	3.8%	0.7%	4.6%	12.6%	0.3%	-0.2%	-5.6%	0.8%	-8.2%
O=C(c1ccccc1)c1c[nH]c2cc3c(cc2c1=O)OCO3	-23.5%	-9.3%	0.8%	2.3%	-0.6%	-0.2%	.	0.7%	24.4%
Cc1cc(C)c(C#N)c(SCc2[nH]nc3c2C(c2ccccc2)C(C#N)=C(N)O3)n1 (centres undefined)	-11.8%	-12.8%	-3.4%	-4.6%	-0.1%	0.4%	10.5%	3.8%	17.2%
C=CCn1c(C)cc(C(=O)CSc2nc3ccccc3[nH]2)c1C	43.2%	6.1%	-1.6%	-11.3%	0.1%	-0.1%	-3.4%	-2.3%	24.8%
CCOC(=O)C1(CC2CCCCO2)CCN(C(=O)Nc2ccccc2SC)CC1 (centres undefined)	-27.4%	-4.4%	-2.8%	-12.3%	-1.1%	-0.2%	-4.4%	-1.2%	-16.4%
CS(=O)(=O)c1cccc(C(=O)NC(c2ccccc2)c2ccccc2)c1	17.4%	-12.1%	-1.2%	7.8%	-0.2%	0.0%	-10.4%	-4.6%	-11.5%
O=C(Cc1ccccc1F)Nc1nc(-c2cccs2)cs1	-45.7%	-9.3%	5.4%	-5.1%	0.1%	-0.1%	-3.2%	1.6%	-34.3%
CC1=C(C(N)=O)C(c2ccccc2F)n2nc(CCCO)nc2N1 (centres undefined)	-13.4%	-1.5%	-0.7%	8.3%	0.4%	0.0%	-7.8%	1.4%	-29.6%
Nc1ncnc(NNC(=O)CNC(=O)c2c(F)cccc2Cl)c1[N+](=O)[O-]	-19.0%	-4.9%	-5.3%	-4.8%	0.3%	0.2%	-1.5%	3.6%	-6.3%
O=C1COc2ccc(C(=O)/C=C/c3ccccc3)cc2N1	-58.4%	7.7%	0.5%	14.6%	1.9%	-0.3%	-10.3%	0.2%	-10.9%
Cc1ccc(OCC(=O)N/N=C\c2c(C)n(C)c3ccccc23)c([N+](=O)[O-])c1	24.5%	-2.5%	-2.5%	3.4%	0.1%	-0.1%	4.9%	-3.5%	0.3%
COC(=O)c1ccccc1NC1CC(=O)N(c2c(C)cccc2C)C1=O (centres undefined)	-8.5%	-1.9%	2.4%	3.5%	0.0%	0.0%	-1.6%	-0.1%	-5.7%

A portion of the results above, for reference:
SMILES	NOD1 NF-kB reporter	GPR35 antagonists	KOR beta-arrestin-1	GPR55 LPI antagonism	West Nile virus CPE	GPR55 activation	Dengue-2 NS5 capping	HIV fusion peptide	KOR beta-arrestin-2	others
Cc1ccc(OCC(=O)N/N=C\c2c(C)n(C)c3ccccc23)c([N+](=O)[O-])c1	24.5%	-2.5%	-2.5%	3.4%	0.1%	-0.1%	4.9%	-3.5%	0.3%
COC(=O)c1ccccc1NC1CC(=O)N(c2c(C)cccc2C)C1=O (centres undefined)	-8.5%	-1.9%	2.4%	3.5%	0.0%	0.0%	-1.6%	-0.1%	-5.7%
